Bioassay records from PubChem BioAssay.
LANA DNA inh – inhibitors of KSHV LANA C-terminal domain DNA binding. inhibition, % at 9 µM. MBP-C-LANA/FAM-LBS DNA binding, fluorescence polarization. actives 0.078% (n = 340,000);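 active = highest replicate inhibition at or above 60% at 9 µM, even if other replicates fall short; inactive = all replicates below 60% inhibition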;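 note: 0% = neutral control wells and 100% = 4 µM acridine orange control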
HTR5A inv ctr – counter-screen for OPRM1-OPRD1 inverse agonists: human HTR5A inverse agonism; P47898; HTR5A cell line, luminescence; inhibition, % at 9.3 µM; actives 0.083% (n = 340,000); in the data active = inhibition mostly above about 23%, no sharp cut-off; inactive = mostly below about 18%;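 note: 0% = cells with DMSO and 100% = no-cell wells with DMSO; some compounds called inactive have numbers as strong as hits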
RTF Ca sens act – cardiac RTF calcium sensitization | P19429+P45379 | activation, % at 7.2 µM | IANBD-labeled TnC RTF fluorescence at EC20 calcium; 0% EC20 calcium, 100% full calcium | AID 493008 | actives 0.24% (n = 340,000);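 active = activation above the mean over all tested compounds plus 3 SD, cut at about 30% in these data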;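 note: rise in fluorescence read as greater calcium sensitivity of cardiac thin filaments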
RTF Ca sens inh – cardiac RTF calcium desensitization. P19429+P45379. AID 493244. inhibition, % at 7.15 µM. IANBD-labeled cardiac RTF, Ca2+ fluorescence. actives 0.12% (n = 340,000);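 active = inhibition above the mean inhibition of all tested compounds plus 3 SD, cut at about 17% in these data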;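 note: assay run at fixed EC70 calcium of 1.6 mM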
Keap1-Nrf2 PPI – disrupts human Keap1 binding to Nrf2 peptide | inhibition, % at 9.4 µM | actives 0.15% (n = 340,000) | Keap1 Kelch-Nrf2 peptide fluorescence polarization, 1536-well | AID 504523 | Q14145; in the data active = inhibition above about 12%;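 note: human Keap1 Kelch domain with fluorescein labeled Nrf2 9mer peptide probe; 0% = neutral control wells and 100% = peptide positive control; higher means more block of Keap1 binding to Nrf2 peptide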
HTR5A ag ctr – activates human HTR5A in OPRM1-OPRD1 agonist counter-screen. HTR5A agonist assay, luminescence, cell-based. activation, % at 9.3 µM. actives 0.61% (n = 340,000). AID 504692; in the data active = activation mostly above about 9.5%, no sharp cut-off; inactive = mostly below about 7.6%;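 note: 0% = cells with vehicle only and 100% = reference agonist; strong numbers were not always called active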
OPRM1-OPRD1 ag – OPRM1-OPRD1 heterodimerization agonism | actives 0.3% (n = 340,000) | activation, % at 9.3 µM | cells, luminescence; in the data active = activation above about 18%;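 note: 0% = vehicle-treated cells and 100% = reference agonist; values of inactives mirror those of a sister screen read the other way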
Target sequence (P35372 whole entry, looked up): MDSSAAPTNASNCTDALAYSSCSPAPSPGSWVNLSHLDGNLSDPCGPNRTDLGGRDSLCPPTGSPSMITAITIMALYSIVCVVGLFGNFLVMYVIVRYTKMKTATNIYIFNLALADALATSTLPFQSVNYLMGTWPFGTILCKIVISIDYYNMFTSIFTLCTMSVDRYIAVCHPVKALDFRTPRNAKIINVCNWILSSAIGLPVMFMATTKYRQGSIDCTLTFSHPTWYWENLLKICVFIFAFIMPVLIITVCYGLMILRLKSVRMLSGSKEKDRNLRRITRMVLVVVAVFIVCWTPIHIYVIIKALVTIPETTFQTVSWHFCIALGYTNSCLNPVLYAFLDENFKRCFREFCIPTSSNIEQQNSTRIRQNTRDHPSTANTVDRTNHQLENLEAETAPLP
Target sequence (P41143 whole entry, looked up): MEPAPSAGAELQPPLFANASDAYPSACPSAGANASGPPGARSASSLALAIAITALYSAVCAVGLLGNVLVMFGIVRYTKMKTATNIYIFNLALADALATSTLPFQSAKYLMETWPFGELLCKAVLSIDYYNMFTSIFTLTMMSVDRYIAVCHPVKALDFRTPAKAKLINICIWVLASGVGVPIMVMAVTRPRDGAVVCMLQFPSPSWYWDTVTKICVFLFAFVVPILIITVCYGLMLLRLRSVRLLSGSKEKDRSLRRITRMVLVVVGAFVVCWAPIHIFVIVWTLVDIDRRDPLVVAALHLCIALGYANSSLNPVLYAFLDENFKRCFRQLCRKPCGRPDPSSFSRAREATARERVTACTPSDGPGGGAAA
OPRM1-OPRD1 inv – inverse agonist of human OPRM1-OPRD1 heterodimerization. P35372+P41143. cell-based MOR-DOR heterodimer luminescence, inverse agonism. inhibition, % at 9.3 µM. actives 0.21% (n = 340,000). AID 504357; in the data active = inhibition above about 22%, passing the limit was not always enough;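 note: 0% = cells with DMSO and 100% = wells without cells with DMSO; values of inactives mirror those of a sister screen read the other way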
CAL PDZ FP – inhibitors of human CAL PDZ peptide binding | AID 602252 | purified CAL PDZ, TMR-peptide fluorescence polarization, 1 h | actives 0.92% (n = 300,000) | Q9HD26 | inhibition, % at 24.9 µM;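 active = mean inhibition of at least 30% with at least half of replicates also reaching 30%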;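 note: 0% = DMSO neutral control and 100% = excess unlabeled competitor peptide PRC23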
V-ATPase pH – regulators of yeast V-ATPase proton transport; S. cerevisiae, pHLuorin cytosolic pH fluorescence; response, % at 10 µM; actives 0.37% (n = 350,000); AID 504577; in the data active = response mostly above about 7.3%, no sharp cut-off; inactive = mostly below about 5.4%; note: actives read high; inactives centre near 0; some compounds called inactive have numbers as strong as hits; reference of the scale not given here
An asterisk follows results filed as active; . = not tested or not shown. Rows are unselected; about 2.8% have a hit in one of these screens.

mol,LANA DNA inh,HTR5A inv ctr,RTF Ca sens act,RTF Ca sens inh,Keap1-Nrf2 PPI,HTR5A ag ctr,OPRM1-OPRD1 ag,OPRM1-OPRD1 inv,CAL PDZ FP,V-ATPase pH
COCCN1C2=C(C(=O)CC(C)(C)C2)C(c2ccc(OC)c(OC)c2)C2=C1CC(C)(C)CC2=O,.,18,3,-5,3,3,-0.3,2,-1,8
O=C(NC1CC1)C1=C[C@@H](C2CC2)C[C@@H](OCc2ccc(CO)cc2)O1,-1.8,-6,2,-2,-1,5,2.0,-12,8,1
Cc1ccsc1/C=N/NC(=O)Nc1ccccc1,-0.9,7,6,-13,0,-3,2.1,-10,-5,-1
C1CCN(C2CCN(c3nc4nonc4nc3N3CCSCC3)CC2)C1,-1.1,-7,8,-4,-1,1,-2.2,10,-2,-1
CCCCN(C(=O)C(C)(C)Oc1ccc(Cl)cc1)c1c(N)n(CCC)c(=O)[nH]c1=O,-1.5,-14,-1,1,-2,6,-4.0,17,-3,-1
O=C(COC(=O)C1CCN(S(=O)(=O)c2ccc3c(c2)OCCO3)CC1)NC1CCCCC1,1.1,-8,5,-9,0,-5,-0.2,2,7,1
Cc1ccc(C(=O)Cn2c3[n+](c4ccccc42)CC(O)CS3)cc1 (configuration not stated),2.0,9,-2,-11,2,-3,-2.4,11,-5,-4
O=C(Nc1ccc(S(=O)(=O)NCC2CCCO2)cc1)c1ccc(Cl)cc1[N+](=O)[O-] (configuration not stated),-1.4,-5,-4,-2,-4,2,0.4,-2,6,-1
CCc1nnc(NC(=O)COc2ccc(N(C)S(=O)(=O)c3ccc(C)cc3)cc2)s1,1.5,-24,3,-21,-2,2,-1.9,9,.,-1
CCc1nn(C(CC)C(=O)NCCCc2ccccc2)c(=O)c2cc3occc3n12 (configuration not stated),-0.8,-3,0,-2,-6,-5,-1.4,7,.,1
O=C(CSc1nc2ccccc2o1)NC1CCS(=O)(=O)C1 (configuration not stated),-1.1,8,-2,4,-2,-2,-3.4,16,-4,-3
CC(OC(=O)c1ncc(Cl)c(Cl)c1Cl)C(=O)NC1(C#N)CCCCC1 (configuration not stated),-0.1,-5,2,-23,-3,2,-3.3,17,-2,3
Fc1ccccc1/C=C1\CCCC2=C1NC(=S)NC2c1ccccc1F (configuration not stated),0.5,-5,-6,0,1,2,-2.0,12,1,2
Cc1ccnc(NS(=O)(=O)c2ccc(NC(=O)Cc3ccc(F)cc3)cc2)n1,0.2,0,-6,-2,4,0,-4.1,19,-3,1
O=C(O)Cc1sc(-c2ccccc2Cl)nc1-c1ccccc1,1.8,2,-5,-3,-7,-1,-0.6,4,-2,-3

Following part.
mol,LANA DNA inh,HTR5A inv ctr,RTF Ca sens act,RTF Ca sens inh,Keap1-Nrf2 PPI,HTR5A ag ctr,OPRM1-OPRD1 ag,OPRM1-OPRD1 inv,CAL PDZ FP,V-ATPase pH
N/C(=N\OC(=O)/C=C/c1ccccc1)c1ccccc1,-1.7,-13,6,-2,0,-2,3.3,-19,-3,3
C/C(C=O)=C/c1ccccc1,0.7,5,-3,-7,1,-1,-2.9,15,-3,3
COc1ccc(/C=N/Nc2ccc([N+](=O)[O-])cc2)cc1Cn1cc([N+](=O)[O-])cn1,1.1,-13,0,-12,-3,7,6.3,-28,-4,1
COc1ccc(Cc2nnc(SCC(=O)N(c3ccccc3)C(C)C)n(N)c2=O)cc1,-0.3,-17,-2,5,2,7,0.1,0,-15,5
O=c1n(Cc2ccccc2)c2cc(Cl)cnc2n1Cc1ccccc1,0.5,1,0,-1,0,1,-4.6,23,0,0
CC(c1ccccc1)C1CC(=O)N(c2cc(Cl)ccn2)C1=O (configuration not stated),-0.2,-2,-3,-2,-6,-5,-2.4,12,.,3
COc1ccc(-n2c(SCC(=O)Nc3nccs3)nc3sc4c(c3c2=O)CCN(C)C4)cc1,-1.9,-8,5,0,-2,3,-2.0,11,-8,8
CC1CCN(S(=O)(=O)c2ccc3c(c2)NC(=O)CS3)CC1,0.7,-11,0,-1,1,1,-0.2,1,-2,1
CCc1ccc(N2CC(C(=O)OCC(=O)Nc3ccc(C#N)cc3)CC2=O)cc1 (configuration not stated),0.4,-5,5,-4,4,2,-0.8,3,-5,0
CSc1nc(-c2ccco2)nn1S(=O)(=O)c1ccc(C)cc1,-0.1,1,4,-8,-5,-1,-2.1,11,.,2
CC1CC(C)CN(C(=O)COC(=O)c2ccc[nH]c2=O)C1 (configuration not stated),-0.5,9,0,-4,-7,-4,-1.9,10,-1,-3
O=C(CSc1nc2cc(Cl)ccc2s1)N1CCN(C(=O)c2ccco2)CC1,-1.4,-14,1,-13,1,5,-1.7,10,-8,-2
O=C1NC(=O)C2(CCCCC2C2CCCCC2)N1 (configuration not stated),-2.1,2,-3,-9,2,0,-1.4,7,-4,-1
COC(=O)c1ccc(Cn2cnc3cnccc32)cc1,-3.5,-22,-5,-3,4,6,-2.7,12,.,3
O=C(O)c1ccc2c(c1)C(=O)N(CCc1ccccc1)C2=O,-0.2,0,1,-13,2,0,-2.7,14,-2,-1

Remaining list, next part
mol,LANA DNA inh,HTR5A inv ctr,RTF Ca sens act,RTF Ca sens inh,Keap1-Nrf2 PPI,HTR5A ag ctr,OPRM1-OPRD1 ag,OPRM1-OPRD1 inv,CAL PDZ FP,V-ATPase pH
Cc1cccc(NC(=O)Nc2ccc3c(c2)OCO3)n1,1.4,14,-7,4,1,5,-2.6,16,-6,0
O=C(NC(=S)Nc1ccc(Cl)cn1)c1cc([N+](=O)[O-])ccc1N1CCOCC1,-0.6,-9,-2,2,-2,-6,-3.0,16,1,-3
CC(C)(C)NCC(O)Cn1cc(C=O)c2ccccc21 (configuration not stated),0.1,23,-5,-9,-2,-1,-1.1,6,-3,-2
O=C(c1cccc(NS(=O)(=O)c2cccc([N+](=O)[O-])c2)c1)N1CCOCC1,0.9,1,-3,-9,0,1,-2.0,9,-3,0
O=C(CNC(=O)c1ccc(Br)o1)OCc1ccc(Br)cc1,-0.9,13,-5,-7,-3,-4,-0.6,3,.,1
CCOC(=O)c1c(C)[nH]c(C=O)c1Cc1cccc(Cl)c1,-0.2,2,3,15,-2,6,6.3,-34,-2,1
c1nc(NC2CCCCCC2)c2[nH]cnc2n1,0.4,-7,4,-10,-4,2,-1.0,6,-6,0
CN1CCN(CC(=O)O)CC1,-1.8,0,-4,-1,0,0,-2.6,14,.,-3
COc1ccccc1C(=O)N1CCN(c2ccccn2)CC1,-0.3,-15,2,-4,-5,-1,-0.7,4,-5,4
Cc1ccccc1NC(=O)C(C)OC(=O)C1CC(=O)N(Cc2ccco2)C1 (configuration not stated),-2.1,9,5,-4,-1,-3,0.0,0,-1,-1
CC(=O)[C@@H]1[C@@H](C)N(Cc2ccccc2)C(=O)N[C@H]1c1cccc(C(F)(F)F)c1,0.3,-17,-1,-4,-2,-2,-1.1,6,-2,2
Cn1c(=O)n(C)c2cc(S(=O)(=O)Nc3ccccc3O)ccc21,0.9,10,5,1,-9,3,-1.0,6,-1,0
Cc1ccccc1-c1ccnc2[nH]n(-c3ccccc3)c(=O)c12,-0.6,0,10,-8,-2,0,-3.3,15,3,5
CCOc1ccccc1NC(=O)CN1C(=O)C(C)SC(C)C1=O (configuration not stated),-2.3,-9,2,-9,2,-2,-2.8,14,0,-2
Cn1c(SCc2c(F)cccc2Cl)nnc1-c1cnccn1,-0.1,-9,-3,2,0,3,-1.0,5,-1,-2

(cont.)
mol,LANA DNA inh,HTR5A inv ctr,RTF Ca sens act,RTF Ca sens inh,Keap1-Nrf2 PPI,HTR5A ag ctr,OPRM1-OPRD1 ag,OPRM1-OPRD1 inv,CAL PDZ FP,V-ATPase pH
COc1cc2oc3ccccc3c2cc1N(CC(=O)N(C)C)S(=O)(=O)c1ccc(C)cc1,-0.3,-33,-2,-3,0,0,-2.1,10,.,3
COc1cc(C2C(C(=O)OC(C)C)=C(C)Nc3[nH]c(=O)[nH]c(=O)c32)ccc1O (configuration not stated),-1.2,-36,6,9,-2,14,1.2,-8,-3,4
O=C(c1ccco1)N1CCN(C(=O)C2CCCc3c2[nH]c2ccc(Cl)cc32)CC1 (configuration not stated),1.2,6,-1,1,-7,-2,-0.9,5,-3,4
Cc1ccc2c(C(=O)CSc3ccccc3)c(C)[nH]c2c1,-1.0,-3,4,-11,-4,3,8.7,-39,-4,0
O=C(CNC(=O)c1ccc(Cl)cc1Cl)OCCOc1ccccc1F,0.0,-13,1,-1,-3,5,-3.6,14,-4,-3
COc1ccc2nc(C)cc(SCC(=O)N3CCCCC3)c2c1,0.3,0,7,-5,-4,0,-2.4,11,0,-1
OCCNCC1(O)C2CC3CC(C2)CC1C3 (configuration not stated),1.7,-16,8,-3,-4,6,5.5,-32,.,2
Nc1nnn(CC(=O)N/N=C/c2ccccc2)n1,-1.2,0,0,-4,-7,-3,-1.9,10,-1,0
CN1C(C(=O)NCc2ccccc2)CC2Cn3c(nc4ccccc43)C21 (configuration not stated),-0.7,14,-2,5,-7,0,-3.1,17,-5,4
COc1ccc(N2C(=O)c3ccccc3C(C)(C)C2=O)cc1,-0.6,-16,-4,-4,-6,6,-0.2,1,-2,-6
Cc1ccnc(Cc2ccccc2)n1,0.1,-7,3,-4,-3,2,-3.0,13,-5,-2
NCCc1nnc(SCc2ccccc2Cl)o1,-2.7,.,.,.,1,.,.,.,-4,0
O=C(CNC(=O)c1ccc(Br)cc1)OCC(=O)c1ccccc1,-2.8,12,2,-2,-4,-1,0.7,-2,0,-1
O=C(CNS(=O)(=O)c1ccc(F)cc1)N1CCOCC1,1.6,-2,0,-8,-9,1,0.1,-1,.,0
COc1ccc(C2CC(=O)C=C(NNS(=O)(=O)c3ccc(C)cc3)C2)cc1 (configuration not stated),-0.8,-58,2,11,0,6,-2.6,14,-2,-3

(listing goes on)
mol,LANA DNA inh,HTR5A inv ctr,RTF Ca sens act,RTF Ca sens inh,Keap1-Nrf2 PPI,HTR5A ag ctr,OPRM1-OPRD1 ag,OPRM1-OPRD1 inv,CAL PDZ FP,V-ATPase pH
CCCOC(=O)c1ccc(-c2ccc(C=O)o2)cc1,1.8,-8,-2,9,-2,-3,0.7,-4,-6,8.2*
COC(=O)c1ccccc1NS(=O)(=O)c1ccc(Cl)nc1,0.3,-8,-1,-1,-1,3,-3.0,15,-6,-3
CCC(C(=O)NCc1cccnc1)c1ccccc1 (configuration not stated),5.4,-4,8,3,-5,1,-2.3,11,-3,-1
COCCn1nnnc1C(c1ccc(Cl)cc1)N1CCN(C(=O)c2ccco2)CC1 (configuration not stated),0.7,1,2,3,-1,0,-0.3,2,-2,3
CCOC(=O)C1(Cc2cccc(OC)c2)CCCN(C(=O)CSC)C1 (configuration not stated),-0.4,-9,-8,-3,0,2,-1.6,8,3,-1
CCN(CC)CCNC(=O)c1ccccn1,1.6,6,5,-3,-1,-2,-3.9,16,0,4
O=C(CN(Cc1ccccc1F)C(=O)c1csnn1)NCc1ccc2c(c1)OCO2,42,-11,-2,-8,3,2,-1.6,10,0,2
O=C(OC(C(=O)NC1CCCC1)c1ccccn1)c1cccs1 (configuration not stated),-0.8,-4,-8,0,-3,3,-0.3,2,0,4
COc1cc(C(=O)Nc2ccc(S(=O)(=O)NC(C)C)cc2)cc(OC)c1OC,-0.3,-6,-10,-2,-2,2,0.1,-1,1,-3
CN(C)C(=O)CCc1ccc2c3c([nH]c2c1)[C@]1(C)[C@@H](C(=O)N2CCCCC2)C[C@H](CC(=O)NC(C)(C)C)C(=O)N1CC3,-0.3,5,2,-1,1,-1,-2.1,10,-3,0
